Source: PubChem BioAssay (Broad Institute)
RAD52 inh – RAD52 (human) annealing inhibition | inhibition, % at 18.7 µM | AID 651710 | P43351 | recombinant RAD52 DNA annealing, FRET fluorescence | 0.46% of 360,000 active;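 active = every replicate showing at least 50% inhibition; inconclusive = mean inhibition at least 50% but not in every replicate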
Target sequence (P43351 whole entry, looked up): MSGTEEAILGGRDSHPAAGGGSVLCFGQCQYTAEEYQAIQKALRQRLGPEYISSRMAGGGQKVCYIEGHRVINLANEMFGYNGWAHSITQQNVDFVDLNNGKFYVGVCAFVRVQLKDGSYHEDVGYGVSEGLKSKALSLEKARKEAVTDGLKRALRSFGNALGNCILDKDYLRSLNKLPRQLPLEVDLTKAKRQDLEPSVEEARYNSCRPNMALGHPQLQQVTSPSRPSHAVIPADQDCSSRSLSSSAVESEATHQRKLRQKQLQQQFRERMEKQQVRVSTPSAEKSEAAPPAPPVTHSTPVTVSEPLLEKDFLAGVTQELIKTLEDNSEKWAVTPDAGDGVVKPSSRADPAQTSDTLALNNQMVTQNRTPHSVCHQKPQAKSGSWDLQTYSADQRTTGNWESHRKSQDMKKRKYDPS
S100A4 MyoIIA – S100A4-myosin IIA interaction inhibition; 0.14% of 360,000 active; AID 652163; P26447; S100A4/TAMRA-MyoIIA peptide fluorescence polarization; inhibition, % at 10.7 µM;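 active = mean inhibition of at least 70% across replicates, with every replicate also reaching that level; inconclusive = mean inhibition reaches 70% but some replicates fall short; inactive = mean inhibition below 70%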
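incubation = readout 5 min after mixing, signal stable up to 60 min | system = S100A4 monomer protein | buffer or medium = HEPES pH 7.2 with CaCl2, KCl, NaCl, DTT, Triton | benchmarks = neutral control DMSO, positive control TFP | also added = fluorescent myosin IIA peptide, 5 nM | compound dosing = one concentration per compound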
E-sel inducer – induces E-selectin expression in human endothelial cells. P16581. HUVEC E-selectin immunofluorescence imaging; normalized: neutral wells 0, TNF-alpha wells 100. activation, % at 7.58 µM. 0.37% of 260,000 active. AID 686992;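 active = mean E-selectin-positive cell signal at least 10% of the positive control, reached in at least 60% of replicates, without over 20% cell loss; inconclusive = no rule given, readout overlaps actives, possibly toxicity-flagged; inactive = the rest, including those meeting only one limit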;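 note: in these data hits start at about 27%; measured in HUVEC primary endothelial cells; signal is the percent of cells scored E-selectin positive by PE staining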
Target sequence (P16581 whole entry, looked up): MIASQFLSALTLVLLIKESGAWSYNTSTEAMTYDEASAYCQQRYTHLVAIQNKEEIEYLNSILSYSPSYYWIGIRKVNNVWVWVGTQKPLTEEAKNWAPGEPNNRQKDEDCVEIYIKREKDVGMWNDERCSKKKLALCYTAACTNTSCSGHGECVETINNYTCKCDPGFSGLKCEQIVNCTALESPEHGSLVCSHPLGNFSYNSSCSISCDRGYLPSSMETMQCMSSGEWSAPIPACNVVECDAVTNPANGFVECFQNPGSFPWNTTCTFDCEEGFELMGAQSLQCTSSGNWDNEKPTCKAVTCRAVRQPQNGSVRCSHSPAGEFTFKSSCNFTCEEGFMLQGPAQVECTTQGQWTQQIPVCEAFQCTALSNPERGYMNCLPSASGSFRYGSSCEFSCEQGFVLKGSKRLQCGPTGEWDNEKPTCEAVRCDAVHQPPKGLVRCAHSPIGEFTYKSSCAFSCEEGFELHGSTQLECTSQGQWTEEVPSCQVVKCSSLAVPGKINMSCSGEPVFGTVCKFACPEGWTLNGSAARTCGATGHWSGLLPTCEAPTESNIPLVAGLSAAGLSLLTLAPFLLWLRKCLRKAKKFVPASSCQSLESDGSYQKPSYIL
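System: HUVEC, human umbilical vein endothelial cells; quantity: 3,000 cells/well; buffer or medium: EGM-2 medium, gelatin-coated wells; dosing: single-point compound dose; detection: immunofluorescence imaging; evaluation: % PE-positive cells; benchmarks: TNF-alpha, DMSO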
EWS-Fli inh – inhibitors of EWS/Fli oncoprotein transcriptional activity; 0.67% of 350,000 active; inhibition, % at 12.6 µM; A673 NR0B1-luciferase reporter, viability-normalised;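 active = mean inhibition of at least 50% after viability correction, with every replicate also passing that limit; inconclusive = mean reaches 50% but only one of two replicates passes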;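 note: firefly luciferase signal divided by Alamar Blue viability fluorescence both relative to DMSO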
esBAF inh – blocks esBAF chromatin remodeling in mouse ES cells; 2% of 350,000 active; Bmi1-luciferase knock-in reporter, 24 h; 100% = twice the neutral-well signal; reporter increase, % at 12.5 µM; in the data active = activation above about 40%; inconclusive = no clear call, values can overlap the other calls;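 note: 0% = median of the plate's neutral control wells and 100% = double that signal; a rise in the Bmi1 reporter signal indicates esBAF inhibition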
Xi reactivation – activators of X-chromosome reactivation in mouse fibroblasts. XiGFP mouse fibroblasts, % GFP-positive cells imaging, 3 d; cells co-treated with 5-aza-dC sensitizer; scaled so ellipticine positive control = 100%. activation, % at 7.58 µM. 0.055% of 360,000 active. AID 743238;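 active = mean normalized replicate activation at least 10% and every replicate at or above 10%; inconclusive = only one of the two criteria met; inactive = mean below 10% and not all replicates reach 10%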;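 note: 0% = median of on-plate neutral control wells and 100% = ellipticine 6 µM median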
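System: SV40-immortalized XiGFP fibroblast cells, line 68-5-11 / Incubation: 3-day compound exposure, then 15 min fixation at room temperature / Compound: single concentration per compound, delivered by pin transfer / Buffer or medium: DMEM plus 5-aza-dC sensitizer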
FN deposit inh – fibronectin deposition inhibition; AH1F fibroblasts, Alexa488-fibronectin deposition fluorescence, overnight; inhibition, % at 12.6 µM; 0.086% of 350,000 active;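 active = mean inhibition across replicates of 30% or more, regardless of how many single replicates reach that level; inconclusive = mean under 30% yet at least half of replicates reach 30%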;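 note: positive control wells lacked labelled fibronectin entirely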
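Assay system: AH1F fibroblasts assembling fluorescent fibronectin matrix; Amount: 10000 AH1F cells per well; Buffer or medium: DMEM, 2% serum; Probe or stimulus: Alexa488-fibronectin, 24 nM final in well; Doses: single compound dose, delivered by pin transfer; Incubation: 1 h adhesion, overnight exposure; Measured by: fluorescence 485/525 nm; Read-out: fibronectin deposition inhibition.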
RAD54 inh – inhibitors of human RAD54 branch migration. Q92698. RAD54 Holliday junction branch migration, FAM/BHQ fluorescence. inhibition, % at 10.4 µM. 0.14% of 360,000 active;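 active = mean normalized replicate activity at least 40 and at least half of replicates scoring 40 or more; inconclusive = only one of the two criteria met; inactive = mean below 40 and under half of replicates reaching 40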;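 note: 0% = median of neutral control wells and 100% = median of positive control wells; inhibitors cause a drop in the FAM fluorescence signal; in these data hits start at about 50%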
Starred values were filed as active, the others as inactive; ? = inconclusive; / = no result given.

SMILES	RAD52 inh	S100A4 MyoIIA	E-sel inducer	EWS-Fli inh	esBAF inh	Xi reactivation	FN deposit inh	RAD54 inh
NC(=O)c1ccsc1NC(=O)CCc1ccccc1	-22	-6	0.2	-127	39	0.1	-5	-5
O=C(Nc1ccc(NC(=O)C2CC2)cc1)c1cccs1	-7	0	0.6	-71	39	0.6	/	1
O=C(NNC(=O)c1cnccn1)c1ccc(Cl)c(Cl)c1	-14	-3	0.5	/	1	0.1	/	2
CCN(CC)c1ccc(NC(=O)CSc2nc(C)cc(=O)[nH]2)cc1	-12	3	-1.4	-2	0	0.0	-1	-7
COC(=O)[C@]12C[C@H](CC(=O)NCC3CCCCC3)C(=O)N(CCC3=CCCCC3)C1=C[C@H](COCc1ccccc1)O[C@@H]2C	-29	3	0.8	-2	/	0.0	-7	/
C[C@H](CO)N1C[C@H](C)[C@@H](CN(C)C(=O)NC2CCCC2)Oc2ncc(C#CC3CCCCC3)cc2C1=O	12	4	1.2	-3	7	-1.0	-15	-7
Cc1ccnc(NC(=O)C2CCCN(c3ncnc4c3nc3n4CCCCC3)C2)c1 (configuration not stated)	-3	-2	/	30	-4	0.0	-15	-4
c1cc(CNC23CC4CC(CC(C4)C2)C3)ccn1	3	-4	/	3	/	0.2	/	/
C[C@@H]1CN([C@@H](C)CO)C(=O)c2cc(NS(=O)(=O)c3ccc(F)cc3)ccc2O[C@@H](C)CCCCO[C@@H]1CN(C)C(=O)Nc1ccc(F)cc1	/	/	0.1	-18	1	0.4	-5	3
COc1ccc(S(=O)(=O)N2C[C@H](O)COC[C@H]3O[C@@H](CC(=O)N(C)C)CC[C@@H]32)cc1	-17	-1	0.1	-4	3	0.1	-1	7
CN(C)S(=O)(=O)c1ccc(C(=O)OCC(=O)Nc2ccc3c(c2)OCO3)cc1	-1	-7	/	2	-3	-0.1	7	-7
O=C(NC[C@H]1[C@H](c2ccccc2)[C@@H](CO)N1C(=O)Cc1cccnc1)C1CCC1	/	/	-0.2	2	-7	0.0	/	5
COc1ccccc1CNC(=O)c1ccc(CS(=O)(=O)c2ccccc2C)o1	-10	-3	/	-10	-2	0.1	-4	-2
CN(Cc1ccc(Br)cc1)C(=O)CCN1C(=O)c2cccc([N+](=O)[O-])c2C1=O	-139	-1	-0.3	5	4	0.4	4	15
CC(C)N(CCn1cnc2c([nH]c3ccccc32)c1=O)C(C)C	-10	6	/	13	/	0.1	1	-5
N#Cc1ccc(Oc2ccc(-c3cnc4ccccc4n3)cc2)cc1C#N	/	/	-2.0	/	/	-0.1	-1	-5
CCOC(=O)C1CCCN(c2c(NCCc3ccc(S(N)(=O)=O)cc3)c(=O)c2=O)C1 (configuration not stated)	-11	0	1.8	-3	1	0.0	-1	4
CCSc1nc(C)c(CCOc2cccc(C)c2)c(=O)[nH]1	-13	-4	-3.1	-7	-6	0.0	5	0
Clc1ccc(CNCC2CCCO2)cc1 (configuration not stated)	-11	0	-0.1	3	1	0.0	-4	-6
COc1cccc([C@@H](NC(=O)C(F)(F)F)[C@@H]2CCCC=C2c2ccccc2)c1	-5	-2	0.4	-25	/	0.2	6	/
Cc1ccc2nc3n(c(=O)c2c1)-c1ccc(Cl)cc1C(=O)NC3CC(C)C (configuration not stated)	-22	10	-0.1	0	/	0.0	-15	/
Fc1ccccc1/C=N/Nc1nc(N2CCCCC2)nc(N2CCCCC2)n1	-10	-3	-0.4	13	/	0.3	4	/
CC(C)c1ccc(NC(=O)CCNC(=O)N2CC(=O)Nc3ccccc32)cc1	-10	-4	/	10	-1	0.0	6	-1
CC(C)CN(CC(C)C)C(=O)CN1C(=O)NC2(CCCc3ccccc32)C1=O (configuration not stated)	-10	1	-0.1	-6	/	0.2	-3	/
CCOC1=C2[C@@H](CN(S(=O)(=O)c3ccc(C)cc3)[C@H]2c2ccccc2F)[C@H]2C(=O)N(CC)C(=O)[C@H]2C1	-1	-2	-0.1	4	-2	0.1	-7	-3
C[C@@H]1CN([C@@H](C)CO)C(=O)c2cc(N(C)C)ccc2O[C@@H]1CN(C)Cc1ccc(-c2ccccc2)cc1	12	-6	/	9	-4	0.7	/	-7
COc1cc(/C=C/c2onc(C)c2[N+](=O)[O-])cc(OC)c1OC	-44	10	0.1	11	/	0.0	16	/
CCOC(=O)C1(Cc2cccc(OC)c2)CCCN(C(=O)c2cc(C)oc2C)C1 (configuration not stated)	-5	0	/	/	?	0.0	-4	6
Cc1ccc(S(=O)(=O)N2CCn3cccc3C2C)cc1 (configuration not stated)	-36	-4	/	-3	3	0.0	-6	-6
CCCCN(C(=O)CN1C(=O)C2CCCCC2C1=O)c1c(N)n(CCCC)c(=O)[nH]c1=O (configuration not stated)	-4	-8	-0.1	1	/	0.0	8	-3
CCNC(=O)OCC12CC3CC(CC(C3)C1)C2	9	-10	/	-4	/	0.0	0	/
CC[C@@H](C)[C@H](NC(=O)Cc1c(C)c2c(cc(C)c3c(C)coc32)oc1=O)C(=O)O	-9	4	/	-5	-4	0.0	-1	-1
CC(C)NC(=O)N(C)C[C@H]1Oc2ccc(NC(=O)C3CCCCC3)cc2C(=O)N([C@@H](C)CO)C[C@H]1C	-3	-28	0.0	-8	1	0.0	-1	-3
COc1ccccc1-c1cnc2c(c1)C(=O)N([C@@H](C)CO)C[C@H](C)[C@H](CN(C)Cc1ccccc1)O2	-4	-35	0.0	-11	-4	-1.0	-27	-4
CC(=O)Nc1ccc(S(=O)(=O)Nc2ccccc2C(=O)N2CCCCCC2)cc1	2	1	/	8	-4	0.2	7	-9
CCOc1ccc(/C=N/NC(=O)c2ccoc2C)cc1OC	-11	-14	0.4	-63	48*	0.5	-4	5
Cc1cc(C)cc(C(=O)N2CCN=C2SCc2ccc([N+](=O)[O-])cc2)c1	-1	0	1.9	-5	/	0.0	1	-3
CCc1ccc(NC(=O)NCC2CCN(c3ccc(OC)cc3)C2)cc1 (configuration not stated)	-7	-2	-0.1	-1	0	0.3	0	-5
COc1cc(CO)cc(Br)c1OCC(=O)O	-17	-1	0.1	7	-6	0.3	-3	-3
CN(C)CCCNC(=O)[C@H]1[C@H](CO)[C@H]2Cn3c(ccc(-c4cccc(F)c4)c3=O)[C@@H]1N2C	-3	-1	-0.4	2	-5	-0.1	/	-4
O=C(Cc1cccnc1)N1CC(=O)N2[C@@H](CO)[C@H](c3ccc(C#CC4CCCC4)cc3)[C@@H]2C1	-11	0	-0.6	-1	/	0.3	-8	/
C[C@H](CO)N1C[C@H](C)[C@@H](CN(C)Cc2ccc(C(=O)O)cc2)OCCCC[C@H](C)Oc2ccc(NC(=O)c3ccncc3)cc2C1=O	96*	-1	-0.1	-4	-5	0.0	/	0
CC(Sc1ccccc1)C(=O)N1CCN(S(=O)(=O)c2ccccc2F)CC1 (configuration not stated)	3	-1	0.8	-1	-1	0.0	-3	-6
O=C(COC(=O)c1ccccc1O)NCC1COc2ccccc2O1 (configuration not stated)	2	1	/	3	-2	-0.1	15	10
CC1(C(=O)NS(=O)(=O)c2ccc(C#N)cc2)CCN1C(=O)CCC1CCCC1 (configuration not stated)	-6	35	0.1	-2	11	0.0	11	-1

Sorted by length of the SMILES (rising): some entries from above
SMILES	RAD52 inh	S100A4 MyoIIA	E-sel inducer	EWS-Fli inh	esBAF inh	Xi reactivation	FN deposit inh	RAD54 inh
CCc1ccc(NC(=O)NCC2CCN(c3ccc(OC)cc3)C2)cc1 (configuration not stated)	-7	-2	-0.1	-1	0	0.3	0	-5
CC(Sc1ccccc1)C(=O)N1CCN(S(=O)(=O)c2ccccc2F)CC1 (configuration not stated)	3	-1	0.8	-1	-1	0.0	-3	-6
C[C@H](CO)N1C[C@H](C)[C@@H](CN(C)Cc2ccc(C(=O)O)cc2)OCCCC[C@H](C)Oc2ccc(NC(=O)c3ccncc3)cc2C1=O	96*	-1	-0.1	-4	-5	0.0	/	0

(continued)
SMILES	RAD52 inh	S100A4 MyoIIA	E-sel inducer	EWS-Fli inh	esBAF inh	Xi reactivation	FN deposit inh	RAD54 inh
CN(C(=O)COC(=O)COc1ccc2c(c1)CCC2)c1c(N)n(Cc2ccccc2)c(=O)[nH]c1=O	-5	-2	-2.0	1	-2	0.5	-2	2
COc1cc2ccccc2cc1C(=O)N1CC(C)CC(C)C1 (configuration not stated)	-1	-2	1.1	11	6	-0.2	0	-3
CO[C@H]1CN(C)C(=O)c2cc(NS(=O)(=O)c3ccc(Cl)cc3)ccc2OC[C@@H](C)N(C(=O)NC(C)C)C[C@H]1C	/	/	-0.3	-3	-3	0.4	-6	/
CN(C)C(=O)C[C@@H]1C=C[C@H](NC(=O)C2CC2)[C@@H](CO)O1	-9	4	0.3	0	-4	-0.1	-16	8
O=C(C[C@H]1CC[C@@H]2[C@H](COC[C@@H](O)CN2C(=O)Nc2ccc(Cl)c(Cl)c2)O1)NC1CCC1	2	6	0.0	-18	3	0.0	-3	-2
O=C(N[C@H]1CC[C@H](CC(=O)N2CCc3ccccc3C2)O[C@H]1CO)C1CC1	4	2	0.0	10	4	1.3	-3	0
O=C(Cc1ccccc1)N1C[C@@H]2[C@H](c3ccccc31)[C@@H](CO)N2C(=O)C1CCCC1	/	/	-0.2	-1	-2	0.2	0	-4
Cc1ccccc1-c1nnn(CC(=O)NC(=O)NC2CCCC2)n1	0	1	0.0	2	-5	0.0	-3	-9
C[C@H]1CN([C@@H](C)CO)C(=O)c2cc(NC(=O)Cn3cnnn3)ccc2O[C@@H]1CN(C)Cc1ccc(-c2ccccc2)cc1	6	1	0.8	11	1	0.0	/	2
COC(=O)CCCNC(=O)CCc1nnc(-c2ccc(-c3ccccc3)cc2)o1	-10	3	0.1	28	-25	0.0	-6	-2
Cc1cccc(N/C=C/C(=O)c2ccc(Cl)cc2)c1	-38	-6	-0.8	-37	41	0.0	-2	-10
Cc1c(C(=O)N(C)C)sc(NC(=O)c2cc([N+](=O)[O-])cc([N+](=O)[O-])c2)c1C#N	0	9	/	/	-7	/	7	-2
CCOc1ccc(S(=O)(=O)NC(C)C(=O)NCc2ccncc2)cc1 (configuration not stated)	-6	-3	/	5	-5	0.0	0	1
COC(=O)[C@H]1[C@H](CO)[C@H]2Cn3c(ccc(/C=C/c4ccccc4)c3=O)[C@H]2N1C(=O)c1cnccn1	0	11	0.3	-4	-3	0.7	/	-1
Cc1ccccc1/C=C\c1nc(O)c([N+](=O)[O-])c(=O)[nH]1	-3	-1	-0.2	2	-9	0.0	1	-2
Cc1ccc(CNC(=O)Cn2cnc(C(=O)Nc3ccc(C)c(C)c3)n2)o1	2	76*	0.0	-39	36	0.0	5	5
Cc1nc(N2CCCCC2)sc1C(=O)c1cccc([N+](=O)[O-])c1	-7	-11	0.9	-4	/	0.2	7	/
O=C(NCC1CCCO1)c1ccc(-c2ccccc2Cl)o1 (configuration not stated)	7	19	/	-88	/	0.0	-5	0
